# VIM-2 inhibitor: blocks Pseudomonas aeruginosa VIM-2 metallo-beta-lactamase; AID 1527; 290,000 compounds, 0.89% hits; inhibition, % at 5.6 µM; purified VIM-2, nitrocefin hydrolysis, epi-absorbance fluorescence;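 active = inhibition above the mean of all tested compounds plus 3 SD, cutoff set per screening run, cut at about 7.5% in these data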;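 also: red hydrolysis product quenches plate fluorescence so inhibitors raise well fluorescence; 0% = enzyme with DMSO and 100% = DMSO without enzyme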
# IDE act: IDE (human) activation, cell-based; P14735; HEK cells, FAbeta-B cleavage, fluorescence polarization; 0% vehicle, 100% cell-free pure enzyme wells; activation, % at 5.96 µM; 340,000 compounds, 0.073% hits; AID 493087;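 active = activation above the mean of all tested compounds plus 3 SD, set per screening campaign, cut at about 17% in these data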
# GalR3 antag: antagonists of human GalR3; 360,000 compounds, 0.44% hits; O60755; inhibition, % at 3 µM; HEK293 GalR3-CNG cAMP membrane potential fluorescence; galR3 body fused to GalR1 C-terminus;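 active = inhibition above the screen-wide average plus 3 SD, cut at about 13% in these data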;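 also: forskolin and galanin both at EC90 stimulate the cells; cAMP rise reported by CNG channel membrane potential dye signal; 0% = forskolin plus galanin with DMSO and 100% = forskolin alone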
# Target sequence (O60755 1-299 limits assumed): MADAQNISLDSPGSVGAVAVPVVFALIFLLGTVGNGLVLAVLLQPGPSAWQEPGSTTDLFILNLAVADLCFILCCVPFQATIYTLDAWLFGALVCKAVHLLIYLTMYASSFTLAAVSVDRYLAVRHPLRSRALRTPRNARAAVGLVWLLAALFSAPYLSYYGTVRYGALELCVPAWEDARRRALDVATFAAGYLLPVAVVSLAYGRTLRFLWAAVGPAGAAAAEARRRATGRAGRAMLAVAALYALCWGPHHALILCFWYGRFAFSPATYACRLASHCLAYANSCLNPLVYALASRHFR
# HCV NS3 hel inh: inhibitors of Hepatitis C virus NS3 helicase | inhibition, % at 10.9 µM | NS3 helicase DNA unwinding, Cy5 molecular beacon fluorescence | 290,000 compounds, 0.56% hits;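 active = inhibition above the mean of all tested compounds plus 3 SD, set per campaign, cut at about 35% in these data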;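 also: 0% = DMSO wells and 100% = thioflavine S control wells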
#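 Compound dosing – single dose, 10.9 µM nominal final, DMSO 0.8% final · System – NS3 helicase fragment of HCV · Buffer or medium – MOPS pH 6.5, MgCl2, DTT, Tween20, BSA · Signal – Cy5 beacon fluorescence read at start and 1 h · Also added – annealed dual-labelled DNA beacon duplex, ATP-started · Schedule – 1 h at 25 °C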
# p-CIP stab down: p/CIP protein destabilization. Q05BA5. F442A p/CIP-EGFP cells, EGFP fluorescence, 16 h. decrease of EGFP signal, % at 10 µM. 290,000 compounds, 0.01% hits. AID 1984;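 active = EGFP signal decrease of at least 30% at 10 µM or well 3 SD below plate mean, unless failing retest; inactive = the rest, including hits failing retest or dose response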; also: some compounds called inactive have numbers as strong as hits; many of its hits are not listed in these tables
# IMP-1 inh: blocks Pseudomonas aeruginosa IMP-1 metallo-beta-lactamase | purified IMP-1, nitrocefin hydrolysis, epi-absorbance fluorescence | inhibition, % at 5.6 µM | 290,000 compounds, 0.45% hits | AID 1556;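 active = inhibition above the mean plus 3 SD of all compounds in the same screening run, cut at about 4.5% in these data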;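 also: 0% = IMP-1 with DMSO and 100% = DMSO wells lacking enzyme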
#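 System – purified recombinant IMP-1 beta-lactamase · Input – IMP-1 dispensed at 0.2 nM · Timing – 15 min preincubation plus 25 min reaction at 25 °C · Signal – Epi-absorbance fluorescence, 480 nm excitation, 530 nm emission · Measure – percent IMP-1 inhibition derived from blank-referenced optical density · Controls – Enzyme-plus-DMSO low control, enzyme-free DMSO high control · Replication – singlicate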
# CRFR2-BP antag: antagonists of CRF-binding protein/CRF-R2 receptor complex. HEK293 CRF-R2/CRF-BP, CRF-induced calcium fluorescence. inhibition, % at 11.8 µM. 350,000 compounds, 0.59% hits. AID 588475;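 active = inhibition of the ligand-induced calcium signal above about 50% at the single tested concentration, limit read from the data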
# IDE inh: inhibits human insulin-degrading enzyme in HEK cells. P14735. FAbetaB cleavage, fluorescence polarization. inhibition, % at 5.59 µM. 320,000 compounds, 0.41% hits. AID 434962;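 active = percent inhibition above the average of all tested compounds plus 3 SD, set per screening campaign, cut at about 16% in these data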;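 also: IDE supplied by intact live HEK cells; FP after avidin binding of uncleaved biotin substrate so inhibition keeps polarization high; 0% = DMSO wells and 100% = 60 µM reference IDE inhibitor Ii1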
# SUMO HTRF inh: inhibitors of human SUMOylation (UBC9); HTRF SUMOylation assay, SAE1/SAE2 + UBC9, in vitro; inhibition, % at 35 µM; 290,000 compounds, 0.36% hits; AID 2006; in the data active = inhibition above about 50%, passing the limit was not always enough; also: strong numbers were not always called active
# Target sequence (P63279 whole entry, looked up): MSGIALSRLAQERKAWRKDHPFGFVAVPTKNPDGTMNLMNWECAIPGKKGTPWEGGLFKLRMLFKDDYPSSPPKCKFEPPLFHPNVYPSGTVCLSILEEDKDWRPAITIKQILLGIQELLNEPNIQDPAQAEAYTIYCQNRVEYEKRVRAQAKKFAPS
# * hit, by the source's call; nt = no result given.
SMILES,VIM-2 inhibitor,IDE act,GalR3 antag,HCV NS3 hel inh,p-CIP stab down,IMP-1 inh,CRFR2-BP antag,IDE inh,SUMO HTRF inh
O=C(OCn1ncc(Cl)c(Cl)c1=O)c1ccc(C(F)(F)F)cc1,-10,-3,-3,2,6,-2.7,2,nt,-41
CCCCn1c(N)c(N(CC(C)C)C(=O)c2ccc(S(=O)(=O)N3CCCCC3)cc2)c(=O)[nH]c1=O,nt,-1,-3,nt,nt,nt,3,3,nt
COc1ccc(NC(=O)Cn2ncn3nc(-c4ccc(OC)cc4)cc3c2=O)cc1,-2.6,3,-5,1,0,-1.0,-4,1,31
CC(C)NS(=O)(=O)c1ccc(NC(=O)C2CCCCC2)cc1,-0.2,7,-4,8,-3,-1.0,2,4,-6
C=CC[C@@H](CC(=O)N(CCO)Cc1ccccc1)C(=O)NC[C@@H](OC(=O)[C@@H](CC=C)CC(=O)OC(C)(C)C)c1ccccc1,nt,9,-6,nt,nt,nt,2,-6,nt
Cc1ccc(NC(=O)c2cccs2)cc1NC(=O)c1ccccc1Cl,-1.4,7,-7,9,-1,-2.2,-2,5,12
O=C(CN(Cc1ccccc1)S(=O)(=O)c1ccccc1)NC1CC1,-3.1,-1,-2,0,-4,-3.2,7,0,0
Cc1ccccc1CN1C(=O)C(C)S/C1=N/N=C/c1ccco1 (stereo not drawn),-3.2,-4,-5,-3,-2,-1.8,-1,0,11
CCCc1cc(Nc2cccc(OC)c2)n2ncnc2n1,-1.7,0,-3,2,5,-0.1,-19,2,12
CCOC(=O)C1=C(COC(=O)c2ncc(Cl)c(Cl)c2Cl)NC(=O)NC1C (stereo not drawn),nt,0,2,nt,nt,nt,12,-3,nt
COc1cc(/C=N/Nc2nc3ccccc3s2)ccc1O,-0.9,7,-2,0,-4,-0.1,10,-10,4
COc1ccc(S(=O)(=O)N2CCC(C(=O)N3CCOCC3)CC2)cc1Cl,-2.0,1,-4,0,-16,0.5,6,7,16
COc1cc(-c2cc3nc4ccccc4n3c(N)c2C#N)cc(OC)c1OC,4.9,6,6,8,-10,-1.0,29,8,33
CC(C)=C(NC(=O)c1ccccc1)C(=O)Nc1cccc(C)c1,-2.7,-5,1,-3,-19,-2.4,7,4,8
Cc1nn(C(=O)N2CCOCC2)c(C)c1C,-1.7,-2,-5,3,-7,-1.3,-1,0,0
COc1nc(-c2ccccc2)nc(C)c1CC(=O)O,-2.6,3,-4,6,0,-1.6,6,0,-1
N#CCC(=O)Nc1ccc(C(=O)Nc2ccc3c(c2)OCO3)cc1,nt,-2,-4,nt,nt,nt,-1,7,nt
N#Cc1ccccc1Cn1c(-c2cscn2)nc2ccccc21,-2.1,-5,-5,2,-2,-4.2,9,6,5
Cn1c(=O)c(C(=O)Nc2ccccc2S(N)(=O)=O)c(O)c2ccccc21,1.2,4,-8,-16,3,-1.2,5,1,33
COc1cc(CNCCO)ccc1OCC(=O)Nc1ccc(Br)cc1,-1.2,-6,-9,-18,-14,-1.4,2,-3,13
CN(C)S(=O)(=O)c1cc(NC(=O)COC(=O)c2nc(Cl)ccc2Cl)ccc1Cl,nt,4,-6,nt,nt,nt,4,1,nt
CC1(C)CC2CC(C)(CN2S(=O)(=O)c2ccc(F)cc2F)C1 (stereo not drawn),nt,2,-4,nt,nt,nt,-1,1,nt
COc1cc(N2CCCC2)c(OC)cc1/C=C(/C#N)c1ccc(Br)cc1,-2.4,-7,3,3,-191,-0.3,-29,5,8
O=C(Nc1cccc(C(F)(F)F)c1)Nc1ccc2[nH]c(=O)[nH]c2c1,-0.9,-1,-10,2,-2,-3.1,10,-5,36
O=S(=O)(N/N=C/c1ccccc1F)c1ccccc1,-1.7,1,-3,-7,6,-2.2,-2,3,15

# Exported with values under each structure: part of the list above
# Results follow in this order: VIM-2 inhibitor	IDE act	GalR3 antag	HCV NS3 hel inh	p-CIP stab down	IMP-1 inh	CRFR2-BP antag	IDE inh	SUMO HTRF inh
- COc1ccc(NC(=O)Cn2ncn3nc(-c4ccc(OC)cc4)cc3c2=O)cc1
  -2.6	3	-5	1	0	-1.0	-4	1	31
- CC(C)NS(=O)(=O)c1ccc(NC(=O)C2CCCCC2)cc1
  -0.2	7	-4	8	-3	-1.0	2	4	-6
- COc1cc(CNCCO)ccc1OCC(=O)Nc1ccc(Br)cc1
  -1.2	-6	-9	-18	-14	-1.4	2	-3	13
- COc1cc(N2CCCC2)c(OC)cc1/C=C(/C#N)c1ccc(Br)cc1
  -2.4	-7	3	3	-191	-0.3	-29	5	8

# Continued.
SMILES,VIM-2 inhibitor,IDE act,GalR3 antag,HCV NS3 hel inh,p-CIP stab down,IMP-1 inh,CRFR2-BP antag,IDE inh,SUMO HTRF inh
COc1ccc(-c2nn(-c3ccccc3)cc2/C=C/C(=O)OCC(=O)Nc2ccccc2C#N)cc1,-1.1,5,3,14,-16,-1.0,-10,-1,-5
Cc1cc(NC(=O)c2ccc(C)c([N+](=O)[O-])c2)no1,1.4,-5,-3,5,-5,0.0,-20,2,4
CCCCN(C(=O)CSCc1c(C)noc1C)c1c(N)n(CCC)c(=O)[nH]c1=O,-3.0,4,-4,-6,2,-2.1,0,0,4
Cc1cc(NC(=O)c2cccc(C)c2[N+](=O)[O-])no1,1.3,0,-3,-25,-4,-4.4,0,8,-7
COc1cccc(NC(=S)N2CCN(S(=O)(=O)c3ccccc3)CC2)c1,-3.1,4,-3,-6,-18,-3.1,-2,nt,1
CC(C)Cn1c(Br)nc2c1c(=O)n(CCC#N)c(=O)n2C,-2.2,1,-1,-3,-16,-2.5,-9,9,6
CCN(CC)S(=O)(=O)c1cccc(NC2=NCCCCC2)c1,-2.8,6,-4,-5,-4,-3.6,9,-1,-4
COc1cc(N=Cc2c(O)[nH]c3ccccc23)cc(OC)c1OC,-0.6,-1,-2,1,5,-2.2,-7,4,-27
COc1ccc(OC)c(C(=O)N(C)C2CCCN(Cc3ccccc3F)C2)c1 (stereo not drawn),0.1,2,-2,3,0,-2.2,8,1,7
CC(O)CNCCNCc1c(OCc2ccccc2)ccc2ccccc12 (stereo not drawn),-5.7,-4,-12,-56,-21,-2.1,-18,1,24
O=C(O)CSc1c2c(nc3cc(C(=O)N4CCOCC4)ccc13)CCCC2,-1.3,6,-4,2,-4,-3.6,-5,2,-3
c1cc(C(c2nnnn2C2CCCC2)N2CCOCC2)ccn1 (stereo not drawn),-2.2,-1,-4,-12,7,-1.6,18,-1,-2
COc1ccc(NC(=O)C(Br)C(C)C)cc1 (stereo not drawn),-0.5,2,-7,6,4,-1.3,2,9,3
COc1ccc(NC(=O)COC(=O)c2cccc(S(=O)(=O)N(C)C)c2)cc1,-1.6,0,-4,-9,-1,-1.2,-3,nt,11
COc1ccc(-c2nn(-c3ccccc3)cc2C(=O)NC(=S)Nc2cc(Cl)ccc2Cl)cc1,0.4,7,-7,-5,11,0.8,-12,2,-1
CCOC(=O)c1sc(N(Cc2ccccc2)C(=O)CN2C(=O)CN(C)C2=O)nc1C,-4.3,7,3,-1,-8,-4.5,12,-2,1
CN(Cc1ccco1)c1ncnc2ccc(-c3ccc4c(c3)OCO4)cc12,nt,-1,-5,nt,nt,nt,1,2,nt
COc1ccc(-c2nc(CS(=O)CC(=O)NC3CCCCCC3)c(C)o2)cc1 (stereo not drawn),-1.8,8,-6,-4,-1,0.6,-5,3,6
Cc1ccc(NC(=O)C(C)C(=O)Nc2ccc(C)cc2)cc1,0.4,nt,1,-3,4,-0.1,2,4,-7
CN(C)c1ccc(S(=O)(=O)NCC(=O)NCC2CCCCC2)cc1[N+](=O)[O-],-1.3,0,-10,10,-7,1.6,-4,1,-8
Cc1ccc(S(=O)(=O)N2CCN(C(=O)CSc3nnnn3C)CC2)c(C)c1,-1.8,0,-4,2,1,-0.9,-5,5,15
Cc1cc(-c2nnc(SCC(=O)Nc3ccc(F)c(F)c3)n2N)n[nH]1,-4.1,-1,-9,2,-9,-3.8,-6,1,1
COc1cc2c(C(=O)N3CCCc4ccccc43)cn(C)c(=O)c2cc1OC,1.1,2,-4,-4,-1,-2.1,3,4,-2
COc1ccccc1CC(NC(C)=O)C(=O)NC1CCN(C(=O)c2cccc(Cl)c2)CC1 (stereo not drawn),-3.5,1,-10,4,-1,-2.4,11,-5,-5
COc1cccc(NC(=S)N(CCCN2CCN(C)CC2)Cc2ccco2)c1,1.3,0,7,-14,1,-0.2,-13,0,-6

# As a short view, 2 of the compounds above:
SMILES,VIM-2 inhibitor,IDE act,GalR3 antag,HCV NS3 hel inh,p-CIP stab down,IMP-1 inh,CRFR2-BP antag,IDE inh,SUMO HTRF inh
COc1ccccc1CC(NC(C)=O)C(=O)NC1CCN(C(=O)c2cccc(Cl)c2)CC1 (stereo not drawn),-3.5,1,-10,4,-1,-2.4,11,-5,-5
COc1cccc(NC(=S)N(CCCN2CCN(C)CC2)Cc2ccco2)c1,1.3,0,7,-14,1,-0.2,-13,0,-6

# (cont.)
SMILES,VIM-2 inhibitor,IDE act,GalR3 antag,HCV NS3 hel inh,p-CIP stab down,IMP-1 inh,CRFR2-BP antag,IDE inh,SUMO HTRF inh
Cc1ccccc1NC(=O)N1C2CCC1CC(O)(c1cccnc1)C2 (stereo not drawn),-1.2,11,-3,5,-5,-1.4,13,-3,10
COc1ccc2ccccc2c1/C=N/NC(=O)c1cccc(Br)c1,-3.5,-3,-3,5,-3,-2.5,-67,4,13
CCCCCOC(=O)C1=C(C)Nc2ncnn2C1c1cccs1 (stereo not drawn),-3.0,3,-3,4,-9,-1.1,-9,1,13
Cc1nn(-c2ccccc2)c(CC(C)(C)C(=O)O)c1C(=O)O,-1.4,1,5,11,3,-0.6,0,0,11
COc1cc(C2N(c3ccc(Cl)c(Cl)c3)C(=O)C3CCCN32)cc(OC)c1OC (stereo not drawn),-2.8,-9,-5,-3,-7,-3.9,13,7,3
Cc1c(C)c(C)c(/C=[N+](/C)[O-])c(C)c1C,-0.9,2,-5,10,-2,0.5,13,-1,-19

# A few values from the entries so far.
# N#Cc1ccccc1Cn1c(-c2cscn2)nc2ccccc21 in IMP-1 inh has -4.2
# CCCCN(C(=O)CSCc1c(C)noc1C)c1c(N)n(CCC)c(=O)[nH]c1=O in CRFR2-BP antag has 0

# Profiles, looked up by structure. Screens in order: VIM-2 inhibitor	IDE act	GalR3 antag	HCV NS3 hel inh	p-CIP stab down	IMP-1 inh	CRFR2-BP antag	IDE inh	SUMO HTRF inh
# Record of Cc1ccccc1NC(=O)N1C2CCC1CC(O)(c1cccnc1)C2 (stereo not drawn) : -1.2	11	-3	5	-5	-1.4	13	-3	10
# Record of Cc1c(C)c(C)c(/C=[N+](/C)[O-])c(C)c1C : -0.9	2	-5	10	-2	0.5	13	-1	-19

# Assay outcomes: PubChem, several laboratories
